# Assay outcomes as filed in PubChem BioAssay.
# NCI-60 one-dose screen, 48 h, at 10 µM unless noted. Numbers give growth in % (100 = growth as untreated, 0 = no growth, -100 = all killed).
# MOLT-4 – MOLT-4 leukemia cells; 80,000 compounds, 6.9% hits; AID 1794779
# CCRF-CEM – CCRF-CEM leukemia; 77,000 compounds, 7% hits
# RPMI-8226 – RPMI-8226 leukemia cells; 77,000 compounds, 7.5% hits
# K-562 – K-562 leukemia; 78,000 compounds, 7.4% hits; AID 1794777
# SR – SR leukemia cells. 73,000 compounds, 8.7% hits
# HOP-92 – HOP-92 NSCLC cells. 71,000 compounds, 6.3% hits
# MDA-MB-435 – MDA-MB-435 melanoma | 82,000 compounds, 7.8% hits | AID 1794794
# HOP-62 – HOP-62 NSCLC | 80,000 compounds, 3.9% hits | AID 1794735
# The depositor's hits bear a star; / = not tested or not shown; [ ] = remark or other dose. How the source made its calls: active means growth percent below 10; inactive means the rest. Rows were taken by chance; about 14% have a hit in one of these screens.
SMILES,MOLT-4,CCRF-CEM,RPMI-8226,K-562,SR,HOP-92,MDA-MB-435,HOP-62
C=CCn1cc(-c2nc3ccccc3s2)c2cc(-c3ccc4c5c(cccc35)C(=O)N(Cc3ccccc3)C4=O)ccc21,108,90,105,104,116,109,102,97
COc1ccc(OC)c2c(-c3ccccc3)c3ccccc3c(-c3ccccc3)c12,81,95,86,90,88,87,99,92
Cn1cc(-c2ccc3ncc(-c4ccc(CC(=O)Nc5cc(C(C)(C)C)no5)cc4)nc3c2)cn1,31,51,32,22,16,46,29,42
CCOC(=O)C1=C(C)NC(C)=C(C(=O)OC)C1c1cccc(Cl)c1Cl (stereo not given),63,76,67,/,58,53,83,/
Nc1ncc(-c2ccc(NS(=O)(=O)c3ccc(Cl)c(Cl)c3)cc2)[nH]1,74,55,59,90,77,/,96,113
COc1ccc2oc(=O)c(-c3nn(-c4ccccc4)cc3-c3nn[nH]n3)cc2c1,102,102,100,96,104,95,102,97
COc1ccc(/C=C\C(=O)/C=C/c2ccc(OC)cc2)cc1,68,37,-20*,9.8*,18,109,-30*,95
Cc1ccc2c(n1)C[C@H](C#N)CC[C@H]2C,97,87,/,96,91,122,/,101
Clc1ccc(-c2nc(NCCc3ccccc3)nc3c(NCCc4ccccc4)cnn23)cc1,89,83,/,/,72,98,43,85
COc1ccc2c(c1OC)CCC2=O,98,115,111,104,90,100,107,93

# A different layout for part of the listing above.
canonical_smiles | MOLT-4 | CCRF-CEM | RPMI-8226 | K-562 | SR | HOP-92 | MDA-MB-435 | HOP-62
COc1ccc2oc(=O)c(-c3nn(-c4ccccc4)cc3-c3nn[nH]n3)cc2c1 | 102 | 102 | 100 | 96 | 104 | 95 | 102 | 97
COc1ccc(/C=C\C(=O)/C=C/c2ccc(OC)cc2)cc1 | 68 | 37 | -20* | 9.8* | 18 | 109 | -30* | 95
Cc1ccc2c(n1)C[C@H](C#N)CC[C@H]2C | 97 | 87 | / | 96 | 91 | 122 | / | 101

# Later entries
SMILES,MOLT-4,CCRF-CEM,RPMI-8226,K-562,SR,HOP-92,MDA-MB-435,HOP-62
CC1CCC/C(=N/Nc2ccc3ccccc3n2)C1 (stereo not given),91,88,/,88,92,82,104,/
Sc1c(Br)cc(Br)cc1Br.[Ag],96,100,105,102,91,99,110,101
COC(OC)C1(C)NC(=O)N(C)C1=O (stereo not given),94,106,106,96,99,94,106,101
COc1cc(C2CC(=O)Nc3c2c(C)nn3-c2nc3ccccc3[nH]2)c(OC)c(OC)c1OC (stereo not given),20,40,55,21,/,76,-36*,44
Cc1cc(=O)oc2cc(Oc3ccc(Nc4ncnc5onc(-c6ccccc6)c45)cc3)ccc12,91,103,107,83,93,119,97,107
CC(=O)OCCSC#N,99,83,100,98,69,80,105,86
O=S(=O)(NC1C2c3ccccc3C(c3ccccc32)C1O)c1ccc(Cl)cc1Cl (stereo not given),71,84,90,72,87,69,96,93
CCCCCc1ccc(S(=O)(=O)Nc2cc(-c3csc(NC(C)=O)n3)ccc2N2CCN(C)CC2)cc1,12,30,-29*,-33*,14,36,-45*,83
COc1ccc2c(c1)O/C(=C/c1ccc(O)c(OC)c1)C2=O,97,74,91,98,84,101,96,104
COc1ccc(-c2csc(NC(=O)c3ccc(O)c(O)c3)n2)cc1,42,36,36,70,39,/,76,101
CC1(C)CC[C@]23CC[C@]4(C)[C@H](CC[C@@H]5[C@@]6(C)CC[C@H](OC(=O)c7ccco7)C(C)(C)[C@@H]6CC[C@]54C)[C@H]2[C@H]1OC3,98,108,111,101,97,107,101,98
N=C(N)SCc1cc2c(cc1Br)OCO2,88,93,72,81,81,69,94,88
O=C(c1c2c(nn1-c1ccc(F)cc1)CCC(NCCc1ccncc1)C2)N1CCCCC1 (stereo not given),106,110,106,108,108,109,104,121
Cc1ccc(NC(=O)CSc2nc3ccccc3[nH]2)cc1,104,107,103,99,/,96,101,91
N#Cc1ccc(O)c(C2=NCC(Cc3ccccc3)O2)c1 (stereo not given),47,34,55,26,61,65,65,24
CCN(CC)c1ccc2c(c1)OS(=O)(=O)N=C2,110,106,104,101,93,85,101,100
CC(C)/C(=N/O)c1ccccc1,94,103,111,104,107,91,107,116
Cc1ccc(C(=O)c2c(N)c(C#N)cn2-c2ccc(Cl)cc2Cl)cc1,100,93,100,93,103,99,94,76
CCCCC(O)(c1ccccc1)c1ccccc1,91,100,115,92,98,115,108,102
COc1ccc(OC)c(Nc2nnc(-c3ccc(Cl)cc3)o2)c1,88,108,90,83,80,100,85,47

# 2 consecutive entries out of the list so far, for reference:
SMILES,MOLT-4,CCRF-CEM,RPMI-8226,K-562,SR,HOP-92,MDA-MB-435,HOP-62
CCCCC(O)(c1ccccc1)c1ccccc1,91,100,115,92,98,115,108,102
COc1ccc(OC)c(Nc2nnc(-c3ccc(Cl)cc3)o2)c1,88,108,90,83,80,100,85,47

# Following part.
SMILES,MOLT-4,CCRF-CEM,RPMI-8226,K-562,SR,HOP-92,MDA-MB-435,HOP-62
COc1ccc(-c2cc(-c3ccc(Cl)cc3)nc3nc(N)nn23)cc1,89,95,108,116,94,102,102,107
O/N=C(/CSc1nnc(-c2ccccc2)n1-c1ccccc1)c1ccccc1,85,91,86,75,93,/,97,109
CC(C)CCOB(OCCC(C)C)OCCC(C)C,97,123,103,92,88,82,105,107
CSc1nc2ccccc2cc1/C=N/O,85,93,84,89,/,56,96,82
O=[N+]([O-])c1cc(Cl)ccc1-n1cc(COc2ncnc3c2cnn3-c2ccccc2)nn1,97,98,/,88,98,103,101,104
CCOc1ccc(NC(=O)Nc2cc(C(C)C)c(O)cc2C)cc1,98,84,/,99,113,/,111,110
COc1cc(OC)cc(-c2cncn2-c2ccc(-c3nc4ccc(F)cc4s3)cc2)c1,87,60,84,70,101,/,57,116
C/C(=N\C(=N)N)c1nc2ccccc2n1CCBr,87,121,116,99,82,/,105,103
CCOC(=O)c1sc2ccc(N)cc2c1NC(=O)c1cc(OC)c(OC)c(OC)c1,90,79,83,95,95,73,87,109
Brc1cncc2ccccc12,93,97,101,99,95,108,106,106
COc1ccc(S(=O)(=O)n2cc(C(=O)C(=O)Nc3ccncc3)c3ccccc32)cc1F,/,/,49,59,/,62,58,61
COc1ccc(Oc2nc(Nc3ccc(N4CCOCC4)cc3)ncc2NC(=O)c2cccc(C(F)(F)F)c2)cc1,44,50,60,56,36,77,98,94
Nc1ncc(-c2ccc3ncnc(N4CCc5ccc(Cl)cc54)c3c2)cc1C(F)(F)F,7.2*,22,-3.2*,31,-5.8*,-7.6*,14,17
CN(C)c1ncnc2c1C(c1ccccc1)C(C)(C)O2 (stereo not given),92,97,/,93,99,97,101,/
COc1cc2c(cc1OC)C1=NN(C(=O)Nc3c(C)cccc3C)C(c3ccccc3)C1C2 (stereo not given),84,78,94,82,85,89,100,102
COc1c(C(=O)/C=C/c2ccccc2)c(O)cc2occc12,11,34,14,52,28,51,32,89
COc1ccc(Cn2cc3c(c2)-c2ncncc2CC3)cc1,180,101,68,95,112,/,109,100
Nn1c(N/N=C/c2cccc([N+](=O)[O-])c2)n[nH]c1=S,103,106,106,101,103,94,103,102
O=C(Cn1cnc2c(cc(-c3ccccc3)n2-c2ccccc2)c1=O)Nc1ccc(F)cc1,94,/,99,93,89,98,102,99
O=C(Nc1ccccc1[N+](=O)[O-])OC/C=C/c1ccccc1,100,92,94,99,87,/,114,99
CCOC(=O)CC1(C)Nc2ccccc2-c2ccnn21 (stereo not given),92,/,84,104,117,67,99,74
O=C(CCCCCCn1cc(-c2ccc(O[C@H]3OC(CO)[C@@H](O)C(O)[C@@H]3O)cc2)nn1)NO (stereo not given in full),100,/,/,103,97,89,100,107
CNc1cc(Nc2ccc(CC(=O)Nc3cccc(C(F)(F)F)c3)cc2)ncn1,94,82,77,84,109,103,93,81
CCC1(C2CCCC2)NC(=O)NC1=O (stereo not given),110,88,91,102,/,78,102,115
Clc1cccc(Cl)c1CSc1nc2ccccc2n2cccc12,93,100,96,89,72,94,67,101
CC(c1ccccc1)n1c(=O)c2cc3c(=O)n(C(C)c4ccccc4)c(=O)c3cc2c1=O (stereo not given),99,103,98,92,92,92,98,103
COc1c2c(c(OC)c3occc13)OC(C)=C1SC(N)=C(C#N)C12 (stereo not given),87,92,96,89,79,103,112,87
COc1ccc(CNC(=O)Cn2c(-c3cncs3)nc3ccccc32)cc1,103,110,97,106,81,/,97,107
O=C(O)CCCn1c(=O)c2sc3ccccc3c2n2nnc(-c3ccccc3)c12,86,99,46,106,105,98,79,116
CNC(=O)SC1=NS(=O)(=O)c2ccc(Cl)cc2N1,117[100 µM],102[100 µM],102[100 µM],96[100 µM],97[100 µM],95[100 µM],101[100 µM],107[100 µM]
CCOC(=O)CSCc1nc(N)nc(Nc2ccccc2F)n1,101,101,109,97,113,96,101,106
Brc1ccc(/C=N/Nc2nc3ccccc3s2)cc1,90,94,96,80,93,90,106,104
Cc1cncc(C(=O)O)c1,95,91,107,104,/,78,114,110
Cc1cccc(C(=O)OC(C)C)c1,103,96,99,112,104,83,102,94
COc1ccc(Cc2nnc(NC(=O)C(N)Cc3ccccc3)s2)cc1 (stereo not given),108,120,119,104,95,117,105,91
CCN1CCN(C(=S)SCC(=O)Nc2nc3ccc(C)cc3s2)CC1,111,/,95,104,103,93,116,100
CCOCCOC(=O)c1ccccc1Cl,103,102,113,105,102,114,113,115
CN(C)c1ccc2c(c1)OC(N)=C(C#N)C2c1ccc2c(c1)CCCN2C (stereo not given),36,25,35,16,29,47,-5.7*,32
CC1=NN(C(=O)CSc2nnc3sc4ccccc4n23)C(=O)C1,92,103,106,97,98,109,108,93
Cc1nc2sccn2c1-c1nnc(SCC(=O)O)o1,103,107,103,105,114,95,101,102
N/C(=N\C(N)=N\c1nc2ccccc2s1)c1cccc(Cl)c1,73,73,81,73,17,108,99,-8.4*
Cc1ccc2[nH]c(=O)cc(-n3nncc3COc3ccc(C=O)cc3)c2c1,108,98,102,/,102,96,103,101
CC(=O)Nc1cccc(OCc2ccc([N+](=O)[O-])cc2)c1,81,100,109,98,95,105,110,109
CCOC(=O)Cc1ccc(CCCCc2ccc(CC(=O)OCC)cc2)cc1,105,98,97,97,99,107,105,96
CN1CCN(Cc2ccc(NC(=O)c3cncc(C#Cc4cnc5ccc(OCC6(C)COC6)nn45)c3)cc2C(F)(F)F)CC1,1.9*,2.0*,-18*,5.0*,-14*,-71*,-91*,-69*
Nc1nnc(-c2ccccn2)c(-c2c[nH]c3ccc(F)cc23)n1,95,92,89,100,91,95,112,85

# Reformatted with two lines to a compound: two of the compounds above
# Each structure is followed by: MOLT-4 | CCRF-CEM | RPMI-8226 | K-562 | SR | HOP-92 | MDA-MB-435 | HOP-62
- Nc1nnc(-c2ccccn2)c(-c2c[nH]c3ccc(F)cc23)n1
  95 | 92 | 89 | 100 | 91 | 95 | 112 | 85
- CCOC(=O)Cc1ccc(CCCCc2ccc(CC(=O)OCC)cc2)cc1
  105 | 98 | 97 | 97 | 99 | 107 | 105 | 96

# Among those listed so far, 10 contain fluorine.
SMILES,MOLT-4,CCRF-CEM,RPMI-8226,K-562,SR,HOP-92,MDA-MB-435,HOP-62
O=C(c1c2c(nn1-c1ccc(F)cc1)CCC(NCCc1ccncc1)C2)N1CCCCC1 (stereo not given),106,110,106,108,108,109,104,121
COc1cc(OC)cc(-c2cncn2-c2ccc(-c3nc4ccc(F)cc4s3)cc2)c1,87,60,84,70,101,/,57,116
COc1ccc(S(=O)(=O)n2cc(C(=O)C(=O)Nc3ccncc3)c3ccccc32)cc1F,/,/,49,59,/,62,58,61
COc1ccc(Oc2nc(Nc3ccc(N4CCOCC4)cc3)ncc2NC(=O)c2cccc(C(F)(F)F)c2)cc1,44,50,60,56,36,77,98,94
Nc1ncc(-c2ccc3ncnc(N4CCc5ccc(Cl)cc54)c3c2)cc1C(F)(F)F,7.2*,22,-3.2*,31,-5.8*,-7.6*,14,17
O=C(Cn1cnc2c(cc(-c3ccccc3)n2-c2ccccc2)c1=O)Nc1ccc(F)cc1,94,/,99,93,89,98,102,99
CNc1cc(Nc2ccc(CC(=O)Nc3cccc(C(F)(F)F)c3)cc2)ncn1,94,82,77,84,109,103,93,81
CCOC(=O)CSCc1nc(N)nc(Nc2ccccc2F)n1,101,101,109,97,113,96,101,106
CN1CCN(Cc2ccc(NC(=O)c3cncc(C#Cc4cnc5ccc(OCC6(C)COC6)nn45)c3)cc2C(F)(F)F)CC1,1.9*,2.0*,-18*,5.0*,-14*,-71*,-91*,-69*
Nc1nnc(-c2ccccn2)c(-c2c[nH]c3ccc(F)cc23)n1,95,92,89,100,91,95,112,85
